RAD52 inh: inhibitors of human RAD52 DNA annealing; actives 0.46% (n = 360,000); inhibition, % at 18.7 µM; recombinant RAD52 DNA annealing, FRET fluorescence; P43351;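 active means every replicate showing at least 50% inhibition; inconclusive means mean inhibition at least 50% but not in every replicate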
PGC1a acetyl inh: lowers PGC1a acetylation signal in U2OS cells; inhibition, % at 15.6 µM; actives 0.17% (n = 350,000); AID 651687; AlphaScreen anti-acetyl-lysine; with virally co-expressed GCN5 acetyltransferase;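 active means every replicate shows inhibition of at least 40%; inconclusive means mean inhibition at least 40% but some replicate below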;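 further: 0% = neutral control wells and 100% = positive control wells; some results beyond the cut were filed as inactive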
ERAP1 inh: blocks human ERAP1 aminopeptidase activity; Q9NZ08; recombinant ERAP1, Leu-AMC fluorescence, 60 min; inhibition, % at 10.7 µM; actives 0.15% (n = 340,000);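 active means mean replicate inhibition of at least 30%, or all replicates individually reaching that 30% level; inactive means mean below 30% and not every replicate reaching it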;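 further: 0% = neutral control wells and 100% = L-leucinethiol positive control wells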
Target sequence (Q9NZ08 whole entry, looked up): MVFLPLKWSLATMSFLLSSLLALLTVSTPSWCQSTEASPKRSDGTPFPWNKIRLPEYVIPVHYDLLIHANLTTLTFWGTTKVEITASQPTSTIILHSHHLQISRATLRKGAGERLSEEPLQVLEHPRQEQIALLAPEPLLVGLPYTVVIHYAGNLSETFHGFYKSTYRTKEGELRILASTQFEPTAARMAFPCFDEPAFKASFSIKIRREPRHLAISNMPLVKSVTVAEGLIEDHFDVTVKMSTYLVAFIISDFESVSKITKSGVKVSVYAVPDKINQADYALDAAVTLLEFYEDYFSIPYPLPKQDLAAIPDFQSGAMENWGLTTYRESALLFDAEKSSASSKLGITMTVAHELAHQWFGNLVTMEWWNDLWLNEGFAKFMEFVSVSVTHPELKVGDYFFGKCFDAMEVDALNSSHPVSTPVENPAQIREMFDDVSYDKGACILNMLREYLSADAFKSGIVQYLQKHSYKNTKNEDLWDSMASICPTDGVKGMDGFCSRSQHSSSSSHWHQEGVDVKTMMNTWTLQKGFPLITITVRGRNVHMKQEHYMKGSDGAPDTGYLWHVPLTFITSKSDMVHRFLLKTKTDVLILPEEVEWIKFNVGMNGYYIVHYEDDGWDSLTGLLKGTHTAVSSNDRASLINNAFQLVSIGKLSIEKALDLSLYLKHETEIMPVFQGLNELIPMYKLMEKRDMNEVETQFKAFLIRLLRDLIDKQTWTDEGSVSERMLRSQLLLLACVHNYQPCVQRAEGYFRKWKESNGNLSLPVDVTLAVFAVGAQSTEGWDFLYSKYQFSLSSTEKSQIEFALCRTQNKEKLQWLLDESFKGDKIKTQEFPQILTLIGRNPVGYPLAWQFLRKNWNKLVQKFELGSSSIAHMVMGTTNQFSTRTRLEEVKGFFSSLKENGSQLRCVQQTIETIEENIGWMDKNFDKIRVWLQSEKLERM
E-sel inducer: E-selectin induction on HUVECs; P16581; HUVEC E-selectin immunofluorescence imaging; normalized: neutral wells 0, TNF-alpha wells 100; activation, % at 7.58 µM; actives 0.37% (n = 260,000);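 active means mean E-selectin-positive cell signal at least 10% of the positive control, reached in at least 60% of replicates, without over 20% cell loss; inconclusive means no rule given, readout overlaps actives, possibly toxicity-flagged; inactive means the rest, including those meeting only one limit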;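 further: in these data hits start at about 27%; measured in HUVEC primary endothelial cells; signal is the percent of cells scored E-selectin positive by PE staining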
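Assay system: HUVEC primary endothelial cells. Input: 3,000 HUVEC seeded per well. Doses: one compound dose added by pin transfer. Read-out basis: % PE-positive cells. Benchmarks: TNF-alpha high, DMSO low. Detection: immunofluorescence imaging. Buffer or medium: EGM-2, gelatin.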
* = called active by the depositor; u = inconclusive; x = no result given; & = joins results of further samples. Not all compounds are listed; the hit share may differ from the screen's.

The line under a structure holds: E-sel inducer	RAD52 inh	PGC1a acetyl inh	ERAP1 inh
CCCc1nnc(NS(=O)(=O)c2ccc(OC)cc2)s1
    x	-13	x	4
Cc1cccc(C(=O)N(Cc2nc3ccccc3c(=O)[nH]2)C2CCCC2)c1
    x	-22	x	-4
CC(C)(C)NC(=O)COC(=O)c1ccc(F)cc1Cl
    x	-11	x	1
Cc1ccc(NC(=O)c2sc(N)nc2-c2ccccc2)cc1C
    x	-1	x	6
CC1CCc2sc(C(=O)Nc3ccc(N4CCOCC4)cc3)cc2C1 (stereo not drawn)
    x	0	x	0
O=C(Cc1ccccc1)NNC(=O)Nc1ccc(Cl)c(Cl)c1
    x	-11	x	-2
COc1ccc(-c2cn3cc(C)ccc3n2)cc1Br
    x	-16	x	-5
CC(=O)Nc1ccc(Oc2ccc([N+](=O)[O-])cc2Cl)cc1
    x	-18	x	-1
CCOC(=O)c1cn(Cc2cccc(C)c2)nn1
    x	1	x	0
O=C(NCCCN1CCOCC1)c1ccc(Cl)cc1[N+](=O)[O-]
    x	-8	x	-4
CC(=O)Nc1cc(C(=O)NCc2ccco2)ccc1Sc1ccc(F)cc1
    x	6	x	-1
CCC1(c2ccc(F)cc2)NC(=O)N(CC(=O)Nc2cc(S(=O)(=O)N(C)C)ccc2Cl)C1=O (stereo not drawn)
    x	-15	x	-1
COc1ccc(Nc2oc(-c3ccccc3F)nc2C#N)cc1
    x	-10	x	6
Cc1ccc(Sc2ccc(/C=C3/C(=O)NN(c4ccccc4)C3=O)o2)cc1
    x	0	x	-3
COc1cccc(OC)c1OCC(C)CNCC1CCCO1 (stereo not drawn)
    x	-16	x	7
Fc1ccc(Oc2cnns2)cc1
    x	-8	x	0
O=C(N/N=C/c1cccs1)c1cccc(NC(=O)c2ccc(Cl)cc2)c1
    x	1	x	-3
COc1ccc(/C=C/C(=O)OCC(=O)NCC2CCCO2)cc1 (stereo not drawn)
    x	-17	x	-2
CCOC(=O)c1c(NC(=S)NC)sc2c1CC(C)(C)SC2
    x	-25	x	0
NC(=S)NN=C1C2CC3CC(C2)CC1C3
    x	-20	x	4
O=C1/C(=C\c2ccco2)NC(=S)N1c1ccccc1
    x	-79	x	6
N#CCn1c(CCl)nc2ccccc2c1=O
    x	-25	x	1
Oc1[nH]c2ccccc2c1N=Nc1ccccc1Cl
    x	-220	x	-2
CCCn1nc(C(=O)Nc2ccc3nc(C)sc3c2)c2ccccc2c1=O
    x	-152	x	0
COc1ccc(C(=O)Nc2ccc3nc(N4CCCCC4)cc(C)c3c2)c(OC)c1
    x	0	x	0
Cc1cc(NC(=O)c2ccc3c(c2)C(=O)N(C(C)(C)C)C3=O)no1
    x	1	x	0
COC(=O)c1ccc(/C=C/C(=O)c2cccc(OC)c2)cc1
    x	3	x	2
c1cc(CNCC2CCCO2)ccn1 (stereo not drawn)
    x	0	x	-2
CCCCCCCCN1C(=O)[C@H](CC(=O)NCCC(C)C)C[C@@]2(C(=O)OC)CCCCC=C12
    x	-20	x	-2
O=C(Nc1nn[nH]n1)c1ccc(S(=O)(=O)N2CCCCC2)cc1
    x	-15	x	0

Going on with the list.
The line under a structure holds: E-sel inducer	RAD52 inh	PGC1a acetyl inh	ERAP1 inh
Cc1cc(C)nc(SCc2ccc(F)cc2)n1
    x	-19	x	5
O=C(CN(C(=O)c1csnn1)c1ccc(F)cc1)NCc1ccc(F)cc1
    x	2	x	-1
NC(=O)c1ncc(C(F)(F)F)cc1Cl
    x	-4	x	-3
N#C/C(=C\Nc1ccccc1SC(F)(F)F)c1nc(-c2ccc(Cl)cc2)cs1
    x	-26	x	18
Cc1sc(NC(=O)CCCC(=O)O)c(C(N)=O)c1-c1ccccc1
    x	-10	x	0
Cn1c(=O)n(Cc2ccc(Br)cc2)c2ccccc21
    x	-7	x	7
NNC(=O)c1cncn1-c1ccc(F)cc1
    x	-3	x	-3
COc1cccc(-n2nnc3c(=O)n(CC(=O)Nc4cc(C)on4)cnc32)c1
    x	-2	x	-1
Oc1oc(C=Nc2ccc(F)cc2F)c2ccccc12
    x	-9	x	-2
COc1ccc(NC(=O)COC(=O)CNS(=O)(=O)c2ccccc2)cc1OC
    x	-12	x	-2
CCC(C)(C)NC(=O)Nc1cc(Cl)ccc1OC
    x	-2	x	4
CCOc1ccc2ccccc2c1/C=N/NC(=O)CNC(=O)C(c1ccccc1)c1ccccc1
    x	-3	x	4
O=C(NC1CCCC1)C1c2ccccc2OCC(=O)N1CCc1ccccc1 (stereo not drawn)
    x	-4	x	1
COc1ccc(N(C(C)C(=O)NN=C2CCCC2)S(C)(=O)=O)cc1 (stereo not drawn)
    x	2	x	0
O=C(c1ccc2c(c1)N(Cc1ccc(F)cc1)C(=O)c1ccccc1S2(=O)=O)N1CCN(c2ccccn2)CC1
    x	-1	x	-1
CC(C)(CO)NS(=O)(=O)c1ccc2c(c1)C(=NO)c1cc(S(=O)(=O)NC(C)(C)CO)ccc1-2
    x	-7	x	3
COc1ccc(-c2n(CC(=O)OC3CC(C)CCC3C(C)C)c3ccccc3[n+]2C)cc1 (stereo not drawn)
    x	-12	x	1
N#CCCn1cc(/C=C/C(=O)O)c(-c2ccc(F)cc2)n1
    x	-15	x	0
COc1ccc(CCN(C(=O)C(F)(F)F)C(C(=O)NC2CCCCC2)c2cccs2)cc1 (stereo not drawn)
    x	-10	x	-3
Clc1ncn(CCOc2ccccc2)c1Cl
    x	-8	x	4
Cc1ccc(NC(=O)c2ccc([N+](=O)[O-])cc2Cl)nc1
    x	4	x	-1
O=C(COc1cccc([N+](=O)[O-])c1)N/N=C/c1ccco1
    x	1	x	-1
COC(=O)c1sc(C(C)(C)C)cc1CSc1ccccc1
    x	5	x	-3
C=CCOc1ccc(/C=N/n2nnnc2N)cc1OC
    x	-14	x	-4
O=C(COC(=O)c1ccc(Br)o1)NCCc1ccccc1
    x	-11	x	1
Nc1cc(Cl)ccc1C(=O)OCC(=O)NC1CCCCC1
    x	-18	x	5
Cc1cc(C)c(S(=O)(=O)N2CCCOC2CNC(=O)C(=O)NCc2ccccn2)c(C)c1 (stereo not drawn)
    x	-19	x	-6
O=C(COC(=O)[C@@H]1CCCN1C(=O)c1cccs1)Nc1ccc(F)cc1[N+](=O)[O-]
    x	-5	x	5
O=C1CCc2ccc(NS(=O)(=O)c3ccc(F)cc3)cc2N1
    x	0	x	-4
Cc1ccc(NC(=O)c2cnccn2)cc1
    x	-7	x	3

Other structures.
The line under a structure holds: E-sel inducer	RAD52 inh	PGC1a acetyl inh	ERAP1 inh
Cc1ccc(C(=O)NC2CCCC(C)C2C)cc1S(=O)(=O)N1CCCCC1 (stereo not drawn)
    x	3	x	-1
Cc1nccn1CCN(C)Cc1cn(Cc2ccccc2)nc1-c1ccc2c(c1)OCO2
    x	2	x	0
CCOC(=O)c1[nH]c(C)c(C(=O)OCCOc2cccc(C)c2)c1C
    -0.5	x	-7	x
COc1ccccc1NC(=O)N1C[C@@H]2N[C@H](C1)C2c1ccc(-c2cccc(C#N)c2)cc1 (stereo partly drawn)
    -0.1&0.0	x	-7&2	x
COc1ccc2c3c([nH]c2c1)[C@@H](CO)N(Cc1ccccc1F)CC31CN(C)C1
    0.1	x	5	x
Cc1ccccc1-c1ccc(C2[C@H]3CNC[C@@H]2N3Cc2cccnc2)cc1 (stereo partly drawn)
    0.1	x	-3	x
COc1ccc2c3c([nH]c2c1)[C@@H](CO)N(C)CC31CN(C(=O)c2ccccn2)C1
    u	x	-6	x
CCS(=O)(=O)N1CCC2(CC1)CN(Cc1ccccc1F)[C@H](CO)c1c2c2ccc(OC)cc2n1C
    -0.3	x	2	x
COc1ccc(NC(=O)N2CCC3(CC2)CN(C(=O)c2cccnc2)[C@@H](CO)c2[nH]c4cc(OC)ccc4c23)cc1
    -0.1	x	-5	x
CCS(=O)(=O)N1CCC2(CC1)CN(S(=O)(=O)c1cn(C)cn1)[C@H](CO)c1[nH]c3cc(OC)ccc3c12
    0.1	x	-2	x
CO[C@@H]1CN(C)C(=O)c2ccc(NS(=O)(=O)CC(F)(F)F)cc2OC[C@@H](C)N(C(=O)c2ccc3c(c2)OCO3)C[C@@H]1C
    -0.5	x	-10	x
COc1cccc(CNC(=O)C[C@@H]2C=C[C@@H](NC(=O)C3CCC3)[C@H](CO)O2)c1
    -0.8	x	-3	x
CCC(=O)Nc1ccc2c(c1)OC[C@H](C)N(C(=O)c1cnccn1)C[C@H](C)[C@H](OC)CN(C)C2=O
    -0.1	x	13	x
CCC(=O)N(C)C[C@H]1Oc2ncc(C#CC(C)C)cc2C(=O)N([C@@H](C)CO)C[C@@H]1C
    -0.2	x	8	x
O=C(C[C@H]1C=C[C@H](NC(=O)c2cccnc2)[C@@H](CO)O1)NCCN1CCCCC1
    -0.5	x	1	x
O=C(CCN1CCCCC1)NCC[C@@H]1CC[C@@H](NS(=O)(=O)c2cccc(Cl)c2)[C@H](CO)O1
    1.1	x	-3	x
CCC(=O)N1CCC2(CC1)CN(C(=O)NC1CCCC1)[C@H](CO)c1c2c2ccc(OC)cc2n1C
    -0.5	x	-3	x
N#Cc1ccc(-c2ccc(C3[C@@H]4CN(C(=O)Cc5ccccc5)C[C@H]3N4)cc2)cc1 (stereo partly drawn)
    -0.2&0.0	x	7&-6	x
COc1ccc2c3c(n(C)c2c1)[C@@H](CO)NCC31CCN(C(C)=O)CC1
    -0.2	x	1	x
CCCC#Cc1ccc2c(c1)O[C@H](CN(C)Cc1ccccc1)[C@H](C)CN([C@H](C)CO)S2(=O)=O
    5.7	x	-2	x
COc1ccc2c3c(n(C)c2c1)[C@@H](CO)N(C(=O)c1ccccn1)CC31CN(C(C)=O)C1
    0.1	x	4	x
COc1ccc2c3c([nH]c2c1)[C@@H](CO)N(C(=O)Cc1ccccn1)CC31CN(Cc2ccccn2)C1
    -0.2	x	10	x
CCC1CCCCN1C(=S)Nc1ccc(C(C)=O)cc1 (stereo not drawn)
    -0.1	x	5	x
CCCC(=O)Nc1ccc2c(c1)C(=O)N(C)C[C@H](OC)[C@H](C)CN(Cc1cncnc1)[C@H](C)CO2
    -0.3	x	6	x
NCC[C@H]1CC[C@@H](NC(=O)c2ccccc2F)[C@H](CO)O1
    -0.3	x	9	x
CCCC(=O)Nc1ccc2c(c1)OC[C@H](C)N(CC1CCOCC1)C[C@H](C)[C@H](OC)CN(C)C2=O
    -0.2	x	-1	x
CCC(=O)N1CC2(C1)CN(Cc1cc(F)ccc1F)[C@H](CO)c1[nH]c3cc(OC)ccc3c12
    -0.4	x	5	x
N#C[C@H]1[C@@H](c2ccc(C3=CCCCC3)cc2)[C@H](CO)N1C(=O)NC1CCCC1
    3.2	x	-7	x
CCCNC(=O)N1CCC2(CC1)CN(C(C)=O)[C@H](CO)c1c2c2ccc(OC)cc2n1C
    -0.2	x	2	x
C[C@H](CO)N1C[C@H](C)[C@@H](CN(C)C(=O)NC2CCCCC2)OCc2ccccc2-c2c(n(C)c3ccccc23)C1=O
    0.0	x	-3	x

Remaining list, next part
The line under a structure holds: E-sel inducer	RAD52 inh	PGC1a acetyl inh	ERAP1 inh
C[C@@H]1CCCCO[C@H](CN(C)C(=O)Nc2ccc(F)cc2)[C@H](C)CN([C@H](C)CO)C(=O)c2cc(NS(=O)(=O)c3ccc(Cl)cc3)ccc2O1
    -0.1	x	6	x
CCC(=O)Nc1ccc2c(c1)C(=O)N(C)C[C@H](OC)[C@@H](C)CN(C(=O)CC)[C@H](C)CO2
    0.0	x	-3	x
CCS(=O)(=O)NCC[C@@H]1CC[C@@H](NC(=O)C2CCCCC2)[C@H](CO)O1
    -0.4	x	5	x
O=C(Cc1cccnc1)N[C@H]1CC[C@H](CCNS(=O)(=O)c2ccccc2Cl)O[C@H]1CO
    0.0	x	2	x
COc1ccc2c3c([nH]c2c1)[C@H](CO)N(C(C)=O)CC31CN(C(=O)c2cccc(F)c2)C1
    -0.4	x	0	x
CO[C@H]1CN(C)C(=O)c2ccc(NC(=O)c3ccc(F)cc3)cc2OC[C@@H](C)N(C)C[C@H]1C
    0.4	x	6	x
O=C(Nc1ccc(Cl)cc1F)C1CC1
    -0.3	x	0	x

Compound activity deposited in PubChem BioAssay by Broad Institute.
